# ERp5 inh: blocks human ERp5 reductase activity on insulin | 350,000 compounds, 0.05% hits | ERp5 insulin aggregation, absorbance 650 nm, 90 min | inhibition, % at 9.99 µM;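 active = mean replicate inhibition above about 25%, with every replicate also reaching it, limit read from the data, passing the limit was not always enough; inconclusive = only one of those two criteria met; inactive = neither criterion met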
# Target sequence (Q15084 whole entry, looked up): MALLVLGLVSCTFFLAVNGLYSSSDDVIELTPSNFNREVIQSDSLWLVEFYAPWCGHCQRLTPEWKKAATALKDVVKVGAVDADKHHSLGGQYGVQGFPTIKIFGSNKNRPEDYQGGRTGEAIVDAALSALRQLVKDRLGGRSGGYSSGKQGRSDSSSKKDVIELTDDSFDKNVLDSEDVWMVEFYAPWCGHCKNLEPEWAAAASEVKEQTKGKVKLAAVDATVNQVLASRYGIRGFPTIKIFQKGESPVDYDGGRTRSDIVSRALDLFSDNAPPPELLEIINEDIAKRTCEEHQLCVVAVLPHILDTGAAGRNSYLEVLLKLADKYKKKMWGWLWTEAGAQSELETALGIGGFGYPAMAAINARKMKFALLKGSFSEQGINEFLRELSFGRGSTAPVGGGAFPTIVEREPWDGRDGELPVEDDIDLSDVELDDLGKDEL
# EWS-Fli block: blocks EWS/Fli oncoprotein-driven transcription | A673 NR0B1-luciferase reporter, viability-normalised | inhibition, % at 12.6 µM | 350,000 compounds, 0.67% hits;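 active = mean inhibition of at least 50% after viability correction, with every replicate also passing that limit; inconclusive = mean reaches 50% but only one of two replicates passes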;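 note: firefly luciferase signal divided by Alamar Blue viability fluorescence both relative to DMSO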
# PAX8 reporter: lowers PAX8-driven luciferase in RMG-I cells. RMG-I TPO-luciferase reporter, SteadyGlo, 24 h. inhibition, % at 12.6 µM. 360,000 compounds, 1.2% hits;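 active = mean replicate inhibition at least 60% with every replicate also reaching 60%; inconclusive = only one of the two criteria is met; inactive = mean below 60% and not all replicates reaching 60%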;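 note: luciferase light reporting Pax8 driven TPO promoter activity; plate controls were median of neutral control wells for no effect and mitoxantrone controls for full effect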
# XiGFP reactiv: activators of X-chromosome reactivation in mouse fibroblasts; XiGFP mouse fibroblasts, % GFP-positive cells imaging, 3 d; cells co-treated with 5-aza-dC sensitizer; scaled so ellipticine positive control = 100%; activation, % at 7.58 µM; 360,000 compounds, 0.055% hits; AID 743238;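 active = mean normalized replicate activation at least 10% and every replicate at or above 10%; inconclusive = only one of the two criteria met; inactive = mean below 10% and not all replicates reach 10%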;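 note: 0% = median of on-plate neutral control wells and 100% = ellipticine 6 µM median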
#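 Assay system – SV40-immortalized XiGFP fibroblast cells, line 68-5-11 · Buffer or medium – DMEM supplemented with 5-aza-dC as sensitizing agent · Dosing – one concentration, pinned · Benchmarks – positive control ellipticine, 6 µM final · Times – 3 days compound exposure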
# DENV2 CPE: DENV2-induced cell death inhibition; AID 651640; CPE inhibition, % at 9.99 µM; DENV2-infected cells, cytopathic effect rescue, plate reader; 350,000 compounds, 1.7% hits; in the data active = CPE inhibition above about 20%, passing the limit was not always enough; inconclusive = no clear call, values can overlap the other calls; tested in BHK-21 cells;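 note: 0% = median of neutral control wells and 100% = median of positive control wells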
# CFTR F508del cor: correctors of CFTR F508del function in bronchial epithelial cells | CFBE cells, YFP halide quenching; stimulated with forskolin plus potentiator P3; % fluorescence drop versus neutral controls | activity (quench increase), % at 7.58 µM | 350,000 compounds, 0.36% hits | AID 720511;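 active = mean added fluorescence quench of at least 8% versus neutral control, with both replicates also reaching 8%; inconclusive = only one of the mean or replicate conditions met; inactive = mean below 8% and not both replicates reaching 8%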;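 note: cells transiently co-express mutant CFTR-F508del with the halide-sensitive YFP; corrector assay measuring rescue of mutant channel to the surface after 24 h compound exposure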
# ARNT-TACC3 inh: ARNT/TACC3 interaction disruption. AID 623870. AlphaScreen His-ARNT PAS-B/GST-TACC3 binding, luminescence; TACC3 fragment carries E629A point mutation. 390,000 compounds, 0.66% hits. inhibition, % at 9.99 µM. Q9Y6A5;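 active = mean inhibition of replicates at least 50% and at least half of replicates each reaching 50%; inconclusive = half or more replicates reach 50% but mean below 50%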;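 note: 0% = complete ARNT plus TACC3 wells and 100% = ARNT alone without TACC3; many hits fall short of the cut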
# GSIS activator: GLuc luminescence reporter in INS-1E cells, primary screen for activators of glucose-dependent secretion of insulin; INS-1E GLuc reporter insulin secretion, 2-3 h; activation, % at 16.6 µM; 370,000 compounds, 0.61% hits;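 active = lowest replicate activation of at least 40%, so every replicate reaches that level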;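 note: 0% = median of neutral control wells and 100% = median of IBMX positive control wells; some compounds called inactive have numbers as strong as hits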
# Numbers without * were called inactive; u = inconclusive; x = not tested or not shown.
smiles	ERp5 inh	EWS-Fli block	PAX8 reporter	XiGFP reactiv	DENV2 CPE	CFTR F508del cor	ARNT-TACC3 inh	GSIS activator
O=C(Nc1ccc(Cl)c(Cl)c1)Nc1nnc(CSc2ccccc2)s1	5	18	46	0.0	x	-1.9	0	-6
COc1ccc(-n2c(=O)c3c4c(sc3n(CC(=O)NC3CCCC3)c2=O)CCCC4)c(OC)c1	1	13	26	0.5	-6	1.0	12	-15
Cc1ccc(C)n1-c1ccc(-c2ccnc(N)n2)cc1	2	-3	-30	0.1	1	-0.6	-3	0
COc1ccc(C(C(=O)NC2CCCCC2)N(C(=O)CCCC(=O)Nc2ccccn2)c2ccc3c(c2)OCCO3)cc1 (configuration not stated)	1	x	x	x	11	x	-21	10
CC(NC(=O)C(NS(=O)(=O)c1cccs1)C(C)C)c1ccc(S(N)(=O)=O)cc1 (configuration not stated)	1	4	-9	0.1	u	0.5	-3	36
O=C(Nc1ccc(F)cc1)N[C@H]1CC[C@@H](CCNS(=O)(=O)c2cccc(Cl)c2)O[C@@H]1CO	0	13	15	0.7	-3	7.0	4	2
COc1ccc(S(=O)(=O)Nc2cccc3c2O[C@H](CN(C)S(=O)(=O)c2cccs2)[C@H](C)CN([C@@H](C)CO)C3=O)cc1	10	-2	x	1.0	5	-0.9	3	-4
CCCCn1c(N)c(N(CCOC)C(=O)c2cccc(S(=O)(=O)N(CC)c3ccccc3)c2)c(=O)[nH]c1=O	2	1	-2	0.4	8	-1.5	-3	1
CC1(C)CC(N2CCN(C(c3ccccc3)c3ccccc3)CC2)=CC(=[N+]2CCCCC2)C1	-2	6	94*	0.0	1	-26	3	-42
O=C(Cc1cccc2ccccc12)N/N=C/C=C/c1cccc([N+](=O)[O-])c1	6	4	32	-0.1	12	0.1	0	11
CO[C@@H]1CN(C)C(=O)c2cc(NC(=O)c3ccc(F)cc3)ccc2OC[C@H](C)NC[C@H]1C	x	-3	17	-0.4	x	-2.8	3	-2
C[C@@H]1CN([C@H](C)CO)C(=O)c2cc(NS(=O)(=O)c3ccc(F)cc3)ccc2O[C@@H](C)CCCCO[C@@H]1CN(C)C(=O)NC1CCCCC1	-3	u	18	-0.1	14	-1.0	-6	-31
CCCCC1CCc2[nH]nc(C(=O)O)c2C1 (configuration not stated)	-3	4	-12	0.2	-3	1.8	5	0
C[C@@H]1CCCCO[C@H](CN(C)C(=O)c2ccncc2)[C@H](C)CN([C@H](C)CO)C(=O)c2cc(N(C)C)ccc2O1	6	-8	1	0.0	16	0.0	5	2
C/C(=N\N1CCCCC1)c1ccccc1O	-6	-1	-9	0.0	1	-0.3	-2	9
O=C(N[C@H]1CC[C@H](CCNS(=O)(=O)Cc2ccccc2)O[C@@H]1CO)c1cnccn1	4	-4	2	0.4	-4	-1.4	-2	0
CC1CCc2sc(C(=O)NN=C3CCCC3)cc2C1 (configuration not stated)	-9	-2	-14	0.0	52*	-0.6	x	18
Cc1cc(C)c(OCCOCCN2CCN(C)CC2)c(Cl)c1	-3	13	6	0.2	1	0.9	-1	5
CCOc1ccc(N(CC(=O)Nc2cccc(Br)c2)S(C)(=O)=O)cc1	4	-49	-10	0.4	-2	-0.3	-2	-33
CC(C(=O)O)N1C(=O)C2C3c4ccccc4C(c4ccccc43)[C@@H]2C1=O (some centres not stated)	5	2	17	0.0	1	0.6	-34	-1
Cc1cc(/C=C2\Cc3ccccc3C2=O)c(C)n1-c1ccccc1	-4	49	-18	0.2	-14	x	-10	4
Cc1ccc([C@H]2C(C(=O)O)=CC[C@@H](c3ccc4c(c3)OCO4)N2S(=O)(=O)c2ccc(C)cc2)cc1	-7	-5	5	0.1	-8	-2.2	x	1
O=C(N/N=C\c1cccnc1)c1ccc(Br)s1	-5	-14	-6	0.1	0	2.0	4	10
C[C@@H]1CN([C@H](C)CO)C(=O)c2cccc(NS(=O)(=O)c3cccs3)c2O[C@@H]1CN(C)Cc1ccc(C(=O)Nc2ccccc2N)cc1	-4	-2	4	0.0	-8	1.6	x	7
COC(=O)c1scc(C)c1NC(=O)C(Cl)c1ccccc1 (configuration not stated)	-8	-49	8	0.2	16	3.6	-6	8
C[C@H](CO)N1C[C@H](C)[C@H](CN(C)C(=O)Nc2cccc3ccccc23)Oc2ccc(NC(=O)Cn3cnnn3)cc2CC1=O	x	-12	24	-0.6	-6	-1.7	5	11
Cc1ccc(-c2nc(NCCCO)c3ccccc3n2)cc1	5	-1	-8	-0.2	31*	x	-3	x
C[C@@H](NC(=O)[C@H]1[C@H](CO)[C@H]2Cn3c(cccc3=O)[C@H]2N1CC1CCCC1)c1ccccc1	1	3	x	-0.1	6	x	-20	8
CCCNC(=O)C1(C)CCN(C(=O)c2cccc(C#N)c2)C1 (configuration not stated)	5	7	-16	0.0	4	1.5	x	8
CCOC(=O)Cn1c(=O)oc2cc(S(=O)(=O)NCCCc3ccccc3)ccc21	-4	-1	9	0.2	-8	-0.7	-3	x
C=CCNC(=S)NCC1COc2ccccc2O1 (configuration not stated)	3	-46	-10	0.0	-1	3.7	-4	-35
COC(=O)c1ccc2[nH]c(C3(O)CCCCC3)c(C)c2c1	0	-59	-124	0.1	-10	1.0	2	-5
C[C@H](O)C#Cc1ccc([C@H]2[C@H](CO)N3CCCCN(S(=O)(=O)Cc4ccccc4)C[C@@H]23)cc1	-3	-2	26	0.2	-4	2.9	-6	4
C[C@H](CO)N1C[C@H](C)[C@@H](CN(C)C(=O)C2CC2)Oc2ncc(Br)cc2C1=O	x	6	x	-0.8	x	-2.4	x	13
Cc1c(C(N)=O)sc2ncn(CCOc3ccccc3)c(=O)c12	-8	-21	-24	0.0	x	-0.5	-1	-3
O=C([C@H]1[C@H](CO)[C@H]2Cn3c(ccc(-c4cccnc4)c3=O)[C@@H]1N2CCC(F)(F)F)N1CCCCC1	13	-1	-10	0.1	-6	-0.1	-14	8
CC(C)c1ccc(N(CC(=O)NCC2CCCO2)C(=O)CCC(=O)Nc2nccs2)cc1 (configuration not stated)	7	-5	-4	0.0	-1	3.3	3	-7
CC(=O)NC(=S)Nc1ccc(NC(=O)c2cccs2)cc1	x	x	-57	0.3	x	x	0	1
COCC(=O)N1CCCCN2[C@H](CO)[C@H](c3ccc(-c4ccc(C)cc4)cc3)[C@@H]2C1	-1	-12	-18	0.2	u	-3.0	-7	-5
COc1ccc(C#Cc2ccc3c(c2)[C@@H]2[C@@H](CCN2S(=O)(=O)c2ccccc2C)[C@@H](CO)N3C)cc1	3	1	-3	0.0	3	2.5	-1	-6
CC(C)c1nc(SCC(=O)N2CCc3ccccc32)n[nH]1	1	-23	-38	-0.1	-4	-2.0	-4	7
C[C@H]1CN([C@@H](C)CO)C(=O)c2cc(NS(=O)(=O)c3cn(C)cn3)ccc2O[C@@H]1CN(C)Cc1ccc(-c2ccccc2)cc1	-1	3	-5	0.3	-4	-1.9	-13	-5
C[C@@H]1CCCCO[C@H](CN(C)S(=O)(=O)c2ccccc2)[C@@H](C)CN([C@H](C)CO)C(=O)c2cc(NS(=O)(=O)c3ccc(F)cc3)ccc2O1	0	-4	-1	0.0	2	-1.9	-7	-20
COc1ccccc1C1=NOC(Cn2c(NCCCO)nc3c2c(=O)n(C)c(=O)n3C)C1 (configuration not stated)	1	3	-8	0.1	0	-0.4	1	21
CCCc1nnn(S(=O)(=O)c2ccc([N+](=O)[O-])cc2)c1CCC	-5	-11	-12	0.1	0	0.6	-4	-1
COc1ccc2c(c1)cc(C(=O)N[C@@H](Cc1ccccc1)C(=O)O)n2C	5	3	-17	0.2	-5	-0.8	-2	0
O=C(C[C@@H]1C=C[C@@H](NC(=O)Nc2ccccc2F)[C@@H](CO)O1)NCc1ccc(-c2ccccc2)cc1	1	0	8	-0.1	-5	1.1	-18	-3
Cc1ccc(S(=O)(=O)N(C)C[C@@H]2Oc3ccc(NS(=O)(=O)c4c(C)noc4C)cc3CC(=O)N([C@@H](C)CO)C[C@@H]2C)cc1	-2	1	-13	-1.1	8	-0.1	6	-10
O=C(O)CC(NNC(=O)c1ccccc1)C(=O)Nc1ccc([N+](=O)[O-])cc1 (configuration not stated)	3	-6	-4	0.0	-1	2.0	x	12
O=C(C[C@@H]1C[C@H]2c3cc(NC(=O)Nc4ccc(C(F)(F)F)cc4)ccc3O[C@H]2[C@H](CO)O1)NCc1cc(F)ccc1F	1	4	u	0.2	-5	-2.3	-4	7
Clc1ccc(-c2nc3cnccn3c2Nc2ccc3c(c2)OCO3)cc1	12	0	26	0.0	-8	1.7	17	x
CCOC(=O)C1CCCN(C(=O)C2CCN(c3nnc(-n4cccc4)s3)CC2)C1 (configuration not stated)	-7	-3	47	0.1	-2	-0.4	1	-1
CC(C)NC(=O)Nc1ccc2c(c1)C(=O)N([C@@H](C)CO)C[C@@H](C)[C@H](CN(C)C)OCCCC[C@H](C)O2	-1	x	-12	0.1	-8	1.0	-8	31
O=S(=O)(NCC(c1cccnc1)N1CCN(Cc2ccccc2)CC1)c1ccc(F)cc1 (configuration not stated)	3	11	9	0.0	1	-0.6	x	9
CC(C)[C@@H](C(=O)O)N(Cc1cccc(CN([C@H](C(=O)O)C(C)C)S(C)(=O)=O)c1)S(C)(=O)=O	-4	-1	15	0.3	u	-2.3	-4	x
Cc1nn(Cc2ccccc2)c(C)c1NC(=O)CSc1nnc(-c2cc(Cl)ccc2O)n1C	1	16	x	x	7	0.1	18	-18
COc1ccc(S(=O)(=O)N(C)C[C@@H]2OCCCC[C@H](C)Oc3ccc(NS(=O)(=O)c4cn(C)cn4)cc3C(=O)N([C@H](C)CO)C[C@@H]2C)cc1	11	x	-21	0.0	1	1.7	15	-2
COc1ccc2c3c([nH]c2c1)[C@H](CO)N(C(=O)c1ccccc1)CC31CCN(C(=O)c2cccc(F)c2)CC1	-6	15	22	0.0	-12	-0.7	x	4
Cc1nn(C)c(C(=O)NNC(=O)NC2CCCCC2)c1Cl	1	x	14	0.0	3	1.3	-5	-4
COc1ccccc1S(=O)(=O)N[C@H]1CC[C@H](CC(=O)N2CCN(C)CC2)O[C@@H]1CO	1	-1	-9	-0.6	-11	2.5	11	7
COc1ccc(Nc2nc3cc(-c4ccsc4)sc3c(=O)n2C)cc1OC	-3	-29	-21	-0.1	3	-1.0	x	-14
Cc1cccc(N2C(=O)c3cccc4c(N)ccc(c34)C2=O)c1	-2	-10	18	0.1	17	2.9	-30	-9

# Three of the entries above in order of the ERp5 inh value, falling:
Structure | ERp5 inh | CFTR F508del cor | ARNT-TACC3 inh | GSIS activator
CC(C)c1nc(SCC(=O)N2CCc3ccccc32)n[nH]1 | 1 | -2.0 | -4 | 7
Cc1ccc(S(=O)(=O)N(C)C[C@@H]2Oc3ccc(NS(=O)(=O)c4c(C)noc4C)cc3CC(=O)N([C@@H](C)CO)C[C@@H]2C)cc1 | -2 | -0.1 | 6 | -10
CC1CCc2sc(C(=O)NN=C3CCCC3)cc2C1 (configuration not stated) | -9 | -0.6 | x | 18

# Compound activity deposited in PubChem BioAssay by Broad Institute.
